yeast rad50 = NCI yeast anticancer drug screen, S. cerevisiae rad50 strain. growth inhibition, % at 50 µM. 10% of 79,000 active;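 also: 0% = growth of vehicle-only cultures of the same strain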
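Genetically altered yeast (DNA repair pathway); compound treatment; growth inhibition vs vehicle ctrl.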
yeast mlh1 rad18 = NCI yeast anticancer drug screen, S. cerevisiae mlh1 rad18 strain; % growth inhibition at 50 µM; 11% of 79,000 active; AID 175;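 also: 0% = growth of vehicle-only cultures of the same strain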
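Vehicle-treated cultures served as the reference for growth inhibition in a yeast strain carrying DNA damage repair alterations exposed to each compound.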
yeast cln2 rad14 = NCI yeast anticancer drug screen, S. cerevisiae cln2 rad14 strain. 8.3% of 78,000 active. growth inhibition, % at 50 µM;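 also: 0% = growth of vehicle-only cultures of the same strain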
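The screen exposed genetically defined yeast (cln2 rad14) to test compounds and scored growth inhibition relative to vehicle-treated controls.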
mec2-1 = NCI yeast anticancer drug screen, S. cerevisiae mec2-1 strain; 9% of 79,000 active; growth inhibition, % at 50 µM; AID 157;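 also: 0% = growth of vehicle-only cultures of the same strain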
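mec2-1 yeast strain, carrying an alteration in DNA damage repair or cell cycle control, was exposed to compounds; growth inhibition was measured relative to vehicle-treated controls.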
sgs1 mgt1 = NCI yeast anticancer drug screen, S. cerevisiae sgs1 mgt1 strain; % growth inhibition at 50 µM; 10% of 78,000 active;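 also: 0% = growth of vehicle-only cultures of the same strain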
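Genetically altered yeast, compound exposure, growth inhibition relative to vehicle.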
yeast bub3 = NCI yeast anticancer drug screen, S. cerevisiae bub3 mutant strain | % growth inhibition at 50 µM | 9.9% of 78,000 active | AID 167;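 also: 0% = growth of vehicle-only cultures of the same strain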
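In this screen, a yeast mutant lacking normal mitotic checkpoint function is challenged with compound. Relative growth versus vehicle gives the inhibition value.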
* = called active by the depositor; . = no result given. Rule as the data show it: active = growth inhibition above about 70%; inactive = the rest. An unsorted share of the library. Share with any hit: about 13%.

SMILES	yeast rad50	yeast mlh1 rad18	yeast cln2 rad14	mec2-1	sgs1 mgt1	yeast bub3
CCC1(C)C=C2CCC3C(C)(C(=O)O)CCCC3(C)C2CC1 (stereo not drawn)	-4	10	-15	-2	18	14
CC(=O)Oc1ccc2ccc(=O)oc2c1OC(C)=O	-20	-32	14	-19	-23	-10
CCNC(CC1CCCCC1)C(=O)O (stereo not drawn)	-6	6	14	8	-2	13
Cc1cccc2c1c1ccc3c(c1n2C)C(=O)C=CC3=O	5	-5	19	-12	5	-11
O=c1nc2oc(-c3ccccc3)cn2c(=O)n1-c1ncc(-c2ccccc2)o1	1	6	22	-7	1	8
O=c1[nH]c(Nc2cccc(C(F)(F)F)c2)nc2nc[nH]c12	7	-38	-8	-13	-19	-8
CN(C)CCCCC1CCN(CC(=O)N2c3ccccc3NC(=O)c3ccccc32)CC1	3	2	-1	-22	-8	-18
C/C=C(\C)C(=O)OC1CC(C)(O)C(=O)C(OC(=O)/C(C)=C/C)C2(C)CCC(O)(C(C)C)C12 (stereo not drawn)	-27	-25	-17	-30	-35	-15
CCN(CC)CCSc1c2ccccc2nc2cc(NCC(=O)Nc3ccccc3-c3ccccc3NC(=O)CNc3ccc4c(SCCN(CC)CC)c5ccccc5nc4c3)ccc12	90*	89*	41	90*	89*	91*
C[N+]12OC3CC1C1OC1C2C3 (stereo not drawn)	-5	25	.	-9	.	.
CCCCCCNC(=O)Nc1ccccc1Cl	2	41	-6	21	28	-1
COc1ccc(Oc2c(OC)cc(NCCCCCNC(C)C)c3ncccc23)cc1	92*	90*	58	68	94*	81*
N=c1nnc(=O)c2c(s1)-n1ncc(C(=O)O)c1NN2	-7	15	-9	-17	-9	-5
Nc1nc(C(=O)O)c(N=Nc2ccccc2)c(=O)[nH]1	31	-21	24	-10	7	-16
O=C1C(=O)c2ccccc2C(O)=C1Sc1ccccc1	95*	96*	79*	92*	95*	94*
CCCCCCC(Br)CCCC (stereo not drawn)	16	-5	-15	-9	14	-8
COC1OC(C(C)O)C(O)C(O)C1O (stereo not drawn)	24	2	15	19	10	5
CC1=C(c2ccccc2)OC(=O)C(Cl)(Cl)C1N(c1ccccc1)c1ccccc1 (stereo not drawn)	7	6	-13	5	-13	-9
O=C1c2ccccc2C(=O)c2c1ccc(O)c2O.[Cu]	98*	97*	33	97*	97*	94*
COC(=O)C(C)OC(=O)COc1ccc(Cl)cc1C (stereo not drawn)	6	-2	-39	-13	13	-5
CS(=O)(=O)N1CCCN(S(C)(=O)=O)COC1	6	0	-2	-7	-9	13
CCOc1cc(F)c([N+](=O)[O-])cc1[N+](=O)[O-]	99*	99*	98*	54	51	99*
Clc1ccccc1/C=C/c1ccnnc1	16	13	7	19	-4	1
O=C(Nc1cccc(C(F)(F)F)c1)O/N=C(/Cl)CCl	89*	84*	90*	92*	85*	89*
COC(=O)CCC(NC(=O)c1ccccc1)C(=O)O (stereo not drawn)	5	0	-8	-4	-1	12
O=c1cc(-c2ccccc2)[nH]c2c1CCCC2	-18	-4	-24	-21	-12	1
O=C1NC(=O)C(c2ccccc2)(C2CCC2)N1 (stereo not drawn)	-7	-13	.	-33	.	.
CC1(Cl)CC2OC3(Br)C=CC(C)(O)C2(CC1Br)C3(C)C (stereo not drawn)	48	39	41	33	24	38
Cc1cc(O)ccc1C(C)C	-28	7	-5	-52	-42	-26
CC(C)C(=O)c1ccc2ccccc2c1O	21	1	12	-10	4	0

Four entries from above, set out differently:
CCOc1cc(F)c([N+](=O)[O-])cc1[N+](=O)[O-]
- yeast rad50 = 99*
- yeast mlh1 rad18 = 99*
- yeast cln2 rad14 = 98*
- mec2-1 = 54
- sgs1 mgt1 = 51
- yeast bub3 = 99*
Clc1ccccc1/C=C/c1ccnnc1
- yeast rad50 = 16
- yeast mlh1 rad18 = 13
- yeast cln2 rad14 = 7
- mec2-1 = 19
- sgs1 mgt1 = -4
- yeast bub3 = 1
O=C(Nc1cccc(C(F)(F)F)c1)O/N=C(/Cl)CCl
- yeast rad50 = 89*
- yeast mlh1 rad18 = 84*
- yeast cln2 rad14 = 90*
- mec2-1 = 92*
- sgs1 mgt1 = 85*
- yeast bub3 = 89*
COC(=O)CCC(NC(=O)c1ccccc1)C(=O)O (stereo not drawn)
- yeast rad50 = 5
- yeast mlh1 rad18 = 0
- yeast cln2 rad14 = -8
- mec2-1 = -4
- sgs1 mgt1 = -1
- yeast bub3 = 12

(list continues)
SMILES	yeast rad50	yeast mlh1 rad18	yeast cln2 rad14	mec2-1	sgs1 mgt1	yeast bub3
CCOC(=O)C(CCc1ccc([N+](=O)[O-])cc1)(CCc1ccc([N+](=O)[O-])cc1)C(=O)OCC	-9	6	-29	-16	-7	0
CC(=O)OC1(C)CCCC2(C)C1CC(=O)C13CCC(CC21)C(C(=O)O)C3C(=O)O (stereo not drawn)	32	12	12	1	13	-3
CS(C)(O)NC(N)=O	-29	-45	1	-25	-23	-10
CCCCCC(=O)OC(C)COc1ccccc1 (stereo not drawn)	21	29	-11	23	21	31
CC(O)CNC(C)(C)CN (stereo not drawn)	-7	-4	4	-16	-10	-19
c1cnc2c(Oc3nc(Oc4cccc5cccnc45)nc(Oc4cccc5cccnc45)n3)cccc2c1	94*	91*	84*	90*	94*	94*
Cc1cc(C)cc(-n2nnc3ccccc3c2=O)c1	14	4	.	-27	.	.
C/C(=N/N)c1sc(-c2nc(C)c(/C(C)=N\N)s2)nc1C	33	-11	-16	-31	-27	-18
CCCCCCC1(C=O)C(=O)NC(=O)N1C (stereo not drawn)	10	0	13	10	6	4
Cc1cc(C)c(/C=N/NC(=O)NN)c(C)c1	-17	-5	-2	-7	-12	3
OC(CN1CCCCC1)c1ccc(CCc2ccc(C(O)CN3CCCCC3)cc2)cc1 (stereo not drawn)	38	44	46	18	55	14
CCCCN(CCOc1ccnc(=O)[nH]1)CC(C)C	6	-8	-36	13	-3	11
CC1=CC(=Nc2ccc(N(C)C)cc2)C(C)=CC1=O	-11	-4	-31	-28	-2	5
CC(C)(C)OC(=O)NCCc1ccc(N)cc1	-18	-10	-1	-6	23	8
CCCCCCCCCCCC1=NCCN1CCNCCCC	37	99*	97*	99*	44	98*
O=C(O)COCCOCC(=O)O	21	10	8	-1	-15	6
CC(=O)O[C@@H]1CC[C@@]2(C)C(=O)C34C[C@@]5(C)C([C@@H](C)CCCC(C)C)CCC5(C)[C@](O)(O3)C(=O)[C@H]4C2C1(C)C (stereo partly drawn)	18	27	2	25	12	0
Cc1cc(Cl)ccc1-n1nc(C)c2c(N)nc(N)nc21	17	23	-2	6	14	25
Clc1ccc2c(NCCNc3ccnc4cc(Cl)ccc34)ccnc2c1	18	-12	12	7	-20	-9
Cn1c(=S)sc2nc3ccccc3n2c1=S	82*	98*	90*	97*	92*	87*

The closing 2 compounds of the section above come first, to join the parts.
SMILES	yeast rad50	yeast mlh1 rad18	yeast cln2 rad14	mec2-1	sgs1 mgt1	yeast bub3
Clc1ccc2c(NCCNc3ccnc4cc(Cl)ccc34)ccnc2c1	18	-12	12	7	-20	-9
Cn1c(=S)sc2nc3ccccc3n2c1=S	82*	98*	90*	97*	92*	87*
O=c1[nH]c(-c2ccccc2)nc2cc(Cl)ccc12	-10	37	18	-7	11	4
c1ccc(C23CCCCC2O3)cc1 (stereo not drawn)	1	5	6	3	7	12
Oc1ccc(N=Nc2ccc(Cl)cc2)cc1	99*	99*	100*	98*	99*	99*
CC(C)C1CC(=O)NC1C(=O)O (stereo not drawn)	-3	-9	-10	-5	-13	-2
CC1C=CC(=O)C(n2cc(F)c(=O)[nH]c2=O)O1 (stereo not drawn)	-2	1	-9	-10	-6	-7
Cc1cc(C)c(S(=O)(=O)Cl)c(C)c1	-9	11	-13	-3	-15	-15
Cc1nc(N)[nH]c(=O)c1CCCNC(=O)c1cccc([N+](=O)[O-])c1	-2	19	-5	3	11	30
Cc1cc2ccccc2[n+](C)c1-c1ccccc1Cl	22	24	-35	14	26	19
CCCC1C2=C(C(=O)OC2=O)C2C(CC)CC3=C(C(=O)OC3=O)C12 (stereo not drawn)	24	-1	65	5	19	32
N#CCCC(C(=O)O)C(=O)CN1C(=O)c2ccccc2C1=O (stereo not drawn)	5	8	-8	-8	0	0
c1ccc(Cc2ccncc2)cc1	27	-9	-13	1	-12	6
c1ccc(CCSCCCSCCc2ccccn2)nc1	6	11	5	-9	17	22
COc1ccc(C2OC3=C(Nc4ccc([N+](=O)[O-])cc4N3)C2=O)cc1OC (stereo not drawn)	-10	-1	-4	-24	-16	-32
COc1ccccc1NC(=O)C1=C(C)NC(C)=C(C(=O)Nc2ccccc2OC)C1c1ccccc1F	32	16	16	5	17	-1
C=C1c2nc3ccccc3n2C=C(c2ccc(C)cc2)N1c1ccccc1	41	32	-3	26	41	40
CCCCOc1nc2ccc([N+](=O)[O-])cc2s1	18	46	-18	8	18	1
COC1(OC)C(N(C)C)=C(Cl)C(=O)/C1=C/C=O	8	-16	-7	-11	-17	14
O=C(C(=Cc1ccc(F)cc1)C(=O)c1ccccc1)c1ccccc1	2	27	6	6	-12	3
COc1cc(C2CC(=O)N(c3ccc(C)cc3)C(=O)C2)cc(OC)c1OC	-11	-8	6	-21	12	1
O=c1[nH]c(=O)c2[nH]cnc2[nH]1	8	10	3	-6	6	10
O=C(/N=C/c1c(O)c2ccccc2oc1=O)Nc1ccccc1	-8	-22	-2	-4	-42	-14
CCSC(SCC)C(NC(C)=O)C(OC(C)=O)C(OC(C)=O)C(COC(C)=O)OC(C)=O (stereo not drawn)	23	11	8	-3	0	-3
CSc1cc(C)n2nnnc2n1	1	0	-27	-12	-3	-4
Cc1cnc(C)c(SCC(=O)c2ccc(Br)cc2)n1	13	12	4	46	4	14
COc1ccc2c(c1)nc1cc(Cl)ccc1[n+]2C	82*	85*	64	52	74*	86*
COc1ccc(CCCNC(=O)c2cc(OC)c(OC)cc2CCO)cc1OC	19	-12	-10	15	-46	-31
[N-]=[N+]=NC1(c2ccccc2)C(=O)Nc2ccccc2C1=O (stereo not drawn)	67	58	81*	81*	68	76*
O=c1nc2n(cc1F)C1OC(CCl)C(O)C1O2 (stereo not drawn)	9	2	1	-8	16	7
CC(CN(C)C)Nc1c2ccccc2nc2cccc([N+](=O)[O-])c12 (stereo not drawn)	31	38	59	18	44	-9
CC(C)N(C(=O)c1ccc([N+](=O)[O-])cc1)C(C)C	26	-23	14	8	11	-2
CCOC(=O)/C(C#N)=N/Nc1ccc2cn[nH]c2c1	17	20	15	-14	36	33
NC(=Nc1ccc(O)cc1)S(=O)O	-27	-7	0	-19	3	-5
CC12Nc3ccccc3N1C(=O)c1ccccc12 (stereo not drawn)	16	0	2	6	-35	-1
CC1OC2=N[C@@H]1C(=O)N[C@@H](C(C)C)C1=N[C@H](C(=O)N[C@@H](C(C)C)C3=N[C@H](C(=O)N[C@@H](C(C)C)C4=N[C@H](C(=O)N[C@H]2C(C)C)C(C)O4)C(C)O3)C(C)O1 (stereo partly drawn)	7	10	19	4	4	15
Cc1cc(=O)[nH]n1-c1ccc([N+](=O)[O-])cc1	6	15	-10	-2	5	-2
Nc1ccc2nc(-c3ccccc3)c(=O)oc2c1	28	24	0	23	24	14
Cc1noc(NC(=O)Nc2ccccc2F)c1C#N	-24	-2	27	-10	-33	-16
Cc1nc(SCC(=O)Nc2ccccc2)c2sc(=S)n(-c3ccccc3)c2n1	-46	-18	-5	-10	0	-20
C=C1CC2(C)C(=O)CCCC2OC1=O (stereo not drawn)	4	4	-15	-1	10	5
C#CC(N)=O	-10	4	-21	11	-1	-6

Single records, from the list above:
Profile of `C#CC(N)=O` : yeast rad50 = -10; yeast mlh1 rad18 = 4; yeast cln2 rad14 = -21; mec2-1 = 11; sgs1 mgt1 = -1; yeast bub3 = -6
Profile of `CCOC(=O)/C(C#N)=N/Nc1ccc2cn[nH]c2c1` : yeast rad50 = 17; yeast mlh1 rad18 = 20; yeast cln2 rad14 = 15; mec2-1 = -14; sgs1 mgt1 = 36; yeast bub3 = 33

Next section:
SMILES	yeast rad50	yeast mlh1 rad18	yeast cln2 rad14	mec2-1	sgs1 mgt1	yeast bub3
O=c1nc(Nc2cccc(Cl)c2)oc2cc(Cl)oc(=O)c12	32	43	20	26	52	37
CCOC(=O)c1ccc(CS(=O)c2ccccc2)c([N+](=O)[O-])c1 (stereo not drawn)	15	18	4	-5	21	58
CN(C)CCC(=O)c1cc2ccccc2oc1=O	-33	13	-40	-9	-5	7
CCN(CC)c1cccc(C)c1	-26	-24	17	-13	6	0
Cc1ccc(S(=O)(=O)NNC(=O)Nc2ccc([N+](=O)[O-])cc2)cc1	-31	-31	7	0	-22	7
Cc1ccc(C(=O)NC2CCCCC2)cc1N=NN(C)C	31	-11	19	-8	19	9
CCOC(=O)NC(CI)(c1ccccc1)c1ccccc1	21	15	7	10	4	0
CC(C)c1ccc(C(C(C(=O)c2ccccc2)N2CCOCC2)N2CCOCC2)cc1 (stereo not drawn)	-2	24	-3	5	8	6
Cn1cc(NC(=O)Nc2cc(C(=O)Nc3cc(C(=O)Nc4ccc5cc(S(=O)(=O)O)cc(S(=O)(=O)O)c5c4)n(C)c3)n(C)c2)cc1C(=O)Nc1cc(C(=O)Nc2ccc3cc(S(=O)(=O)O)cc(S(=O)(=O)O)c3c2)n(C)c1	91*	91*	93*	94*	94*	92*
